NCI-60 one-dose screen, 48 h, at 10 µM unless noted. Numbers give growth in % (100 = growth as untreated, 0 = no growth, -100 = all killed).
K-562: K-562 leukemia; actives 7.4% (n = 78,000)
CCRF-CEM: CCRF-CEM leukemia. actives 7% (n = 77,000)
MOLT-4: MOLT-4 leukemia cells; actives 6.9% (n = 80,000); AID 1794779
MDA-MB-468: MDA-MB-468 breast cancer | actives 8.5% (n = 78,000) | AID 2202374
MDA-MB-435: MDA-MB-435 melanoma; actives 7.8% (n = 82,000); AID 1794794
HOP-62: HOP-62 NSCLC. actives 3.9% (n = 80,000). AID 1794735
SR: SR leukemia cells; AID 1794780; actives 8.7% (n = 73,000)
RPMI-8226: RPMI-8226 leukemia cells. actives 7.5% (n = 77,000)
Numbers without * were called inactive; nt = not tested or not shown; & = joins results of further samples; [ ] = another dose, or the depositor's remark. Rule for the calls: active = growth percent below 10; inactive = the rest.

A first look, 6 compounds:
Order of results – K-562	CCRF-CEM	MOLT-4	MDA-MB-468	MDA-MB-435	HOP-62	SR	RPMI-8226
CC1=CC(c2cccc(Cl)c2)C(=O)/C1=C\c1cn(CCCn2cc(/C=C3/C(=O)C(c4cccc(Cl)c4)C=C3C)c3ccccc32)c2ccccc12 (centres undefined)
    97	98	122	96	100	87	92	86
CN(C)C(=O)OCc1nc2nc(Cl)nc(N3CCOCC3)c2[nH]1
    99	102	107	107	108	103	93	100
COc1cc(/C=N/Nc2ccc(Cl)cc2)cc(OC)c1OC
    17	58	42	nt	40	92	55	84
O=C(c1ccc(O)cc1)C1[C@H](c2ccccc2Br)[C@@H](c2ccccc2)NC12C(=O)Nc1ccc(Cl)cc12 (some centres undefined)
    7.6*	5.0*	-16*	-47*	-16*	6.0*	nt	4.8*
Cc1ccc(S(=O)(=O)Oc2ccc(-c3cn4ccoc4n3)cc2)cc1
    92	94	95	85	97	104	93	89
COc1ccc(/C=C(\C#N)n2nnc3ccccc32)cc1
    15	19	19	4.7*	-40*	26	27	nt

The whole of this part, from the start:
Order of results – K-562	CCRF-CEM	MOLT-4	MDA-MB-468	MDA-MB-435	HOP-62	SR	RPMI-8226
CC1=CC(c2cccc(Cl)c2)C(=O)/C1=C\c1cn(CCCn2cc(/C=C3/C(=O)C(c4cccc(Cl)c4)C=C3C)c3ccccc32)c2ccccc12 (centres undefined)
    97	98	122	96	100	87	92	86
CN(C)C(=O)OCc1nc2nc(Cl)nc(N3CCOCC3)c2[nH]1
    99	102	107	107	108	103	93	100
COc1cc(/C=N/Nc2ccc(Cl)cc2)cc(OC)c1OC
    17	58	42	nt	40	92	55	84
O=C(c1ccc(O)cc1)C1[C@H](c2ccccc2Br)[C@@H](c2ccccc2)NC12C(=O)Nc1ccc(Cl)cc12 (some centres undefined)
    7.6*	5.0*	-16*	-47*	-16*	6.0*	nt	4.8*
Cc1ccc(S(=O)(=O)Oc2ccc(-c3cn4ccoc4n3)cc2)cc1
    92	94	95	85	97	104	93	89
COc1ccc(/C=C(\C#N)n2nnc3ccccc32)cc1
    15	19	19	4.7*	-40*	26	27	nt
CC1(C)CC[C@]2(C(=O)O)CC[C@]3(C)C(=CC[C@@H]4[C@@]5(C)CC[C@H](O)[C@@](C)(C=O)[C@@H]5CC[C@]43C)[C@H]2C1
    50	nt	70	103	98	81	75	77
CC(=O)O[C@]1(C)C(=O)C23C=CC1C[C@@]21O[C@@H]2C(C)(C)C=C[C@H](O)C23COC1=O
    98	94	109	106	106	95	94	102
CC(C)C(=O)C(C)(C)CCc1cccnc1
    102	120	103	112	106	109	76	nt
C#CC(F)(F)[C@]1(O)CC[C@H]2[C@@H]3CCC4=CC(=O)CCC4=C3[C@@H](c3ccc(C4CC4)cc3)C[C@@]21C
    14	-63*	-6.5*	34	85	9.1*	-39*	-43*
Cc1cnc([C@]23CCC(C)(C)C[C@H]2C2=CC[C@@H]4[C@@]5(C)Cc6c([nH]c7ccccc67)C(C)(C)[C@@H]5CC[C@@]4(C)[C@]2(C)CC3)o1
    51[100 µM]	72[100 µM]	74[100 µM]	100[100 µM]	30[100 µM]	60[100 µM]	95[100 µM]	51[100 µM]
N#Cc1ccc(NC(=O)Nc2nc3ccc(OC(F)(F)F)cc3s2)cc1
    1.2*	3.1*	-14*	-2.6*	-26*	3.7*	-38*	-9.2*
COC(=O)c1ccc(CSc2nnc(-c3c(C)nc4ccc(Cl)cn34)o2)cc1
    98	98	91	95	106	79	nt	93
O=C(O)CC(C(=O)O)/C(=C\c1ccccc1)c1ccccc1 (centres undefined)
    103	95	99	88	115	89	105	102
C(#Cc1ccccc1C#Cc1ccccn1)c1ccc(OCCCCCCOc2ccc(C#Cc3ccccc3C#Cc3ccccn3)cc2)cc1
    32	nt	22	nt	26	38	nt	5.0*
CCOC(=O)c1c(-c2ccc(OC)cc2)c(C#N)c(=O)n(-c2cccc(C(F)(F)F)c2)c1N
    91	99	100	98	97	94	89	102
O=C(Nc1ccc(-n2ccc3c(NC(=O)c4ccccc4)ncnc32)cc1)c1cccc(C(F)(F)F)c1
    29	28	20	59	38	71	2.8*	20
COc1ccc([C@@H]2c3[nH]c4ccccc4c3C[C@@H]3C(=O)N(C4CCN(CC5CCCCC5)CC4)CC(=O)N23)c(OC)c1
    50	84	65	68	94	77	77	74
CSC(=Nc1ccccc1)Nc1ccccc1
    92	105	95	116	107	98	89	108
CSc1ccc(Cc2nc3ccccc3[nH]2)cc1
    105	97	92	88	108	102	100	92
CCOC(=O)[C@H](CCc1ccccc1)N[C@H](C)C(=O)N1C2CCCCC2C[C@H]1C(=O)O (some centres undefined)
    101	90	109	103	105	103	100	97
COc1cc2oc(-c3cccc(C(=O)Nc4ccc(Cl)cc4)c3)cc(=O)c2c(OC)c1OC
    16	28	36	44	38	13	8.7*	-18*
CC1=CC(=O)C2=C(C)CC(OC(=O)c3cccc4ccccc34)[C@@H]3[C@H](OC(=O)[C@@H]3C)[C@@H]12 (some centres undefined)
    50	75	67	67	82	93	38	56
COc1ccc2[nH]c(O)c(/C=c3/cc4c(c(-c5cc(OC)c(OC)c(OC)c5)n3)=Nc3ccccc3-4)c2c1
    32	nt	24	50	30	86	10	1.4*
Nc1cc2c(cc1[N+](=O)[O-])-c1ccccc1/C2=N\O
    68	68	76	94	88	104	52	83
CCOc1c2ccc(Cl)cc2nc2ccc(OC)cc12
    100	92	81	88	96	86	81	91
O=C(CN1C(=O)NC2NC(=O)NC21)N/N=C/c1cccc([N+](=O)[O-])c1 (centres undefined)
    103	106	106	98	98	107	110	110
O=C(C#Cc1ccccc1)c1ccccc1
    94	99	96	101	114	96	87	104
O=C(NNc1ccccc1)C1CCC(=O)N1Cc1ccccc1 (centres undefined)
    23	103	96	97	85	97	114	104
CCOC(=O)CCN(c1c(Cl)ssc1=O)C(C)C
    106	-35*	-15*	nt	107	106	134	105
Cc1ccc(S(=O)(=O)NN2CCCCCC2)cc1
    92	99	101	104	97	113	125	107
Nc1nnc(CCS(=O)(=O)c2ccc(Cl)cc2)s1
    103	104	103	113	111	102	115	103
O=C(O)C(=O)c1ccccc1
    97	nt	104	94	105	108	104	nt
Cc1cc(O)ccc1C1(c2ccc(O)cc2C)OS(=O)(=O)c2ccccc21
    109	107	108	92	98	nt	104	101
O=C1c2ccccc2C(=O)c2cc(N3CCCCC3)ccc21
    73	84	75	65	92	86	64	nt
CC(=O)C1CN(C)CCC1=O (centres undefined)
    102	100	111	102	85	89	112	103
O=C(Nc1ncc(Cc2ccccc2)s1)c1ccccc1
    23	nt	84	65	18	92	45	83
Nc1nc(Nc2cc([N+](=O)[O-])ccc2O)nc(C(Cl)(Cl)Cl)n1
    95	nt	96	nt	97	84	85	105
COc1ccc(C2NC(=O)c3ccccc3N2)c(OC)c1OC (centres undefined)
    39	61	85	84	17	98	38	104
COc1c(C(=O)Nc2ccc(C)c(Br)c2)ccc2ccccc12
    42	91	74	88	32	100	54	96
N#Cc1c(N)nnn1Cc1cc(=O)oc2ccc(O)cc12
    96	94	109	101	105	106	95	94
C/C(=N\NC(=O)CSc1nc2ccccc2c(=O)n1Cc1ccc(S(N)(=O)=O)cc1)c1ccccc1
    99	100	96	100	103	95	105	106
CCCCSc1nnc(-c2c(C)nc3ccc(Br)cn23)o1
    85	93	86	67	105	66	nt	94
CC1CN(C=O)CC(C)N1CCN1C(C)CN(C=O)CC1C (centres undefined)
    102	98	92	105	104	110	95	108
O=C(CCc1ccccc1)CCc1ccccc1
    99	92	93	110	107	111	97	98
Cc1nc2ccc(-n3c(-c4ccc(Cl)cc4)nc4ccccc4c3=O)cc2n1Cc1ccccc1
    86	80	84	78	97	82	87	65
CCCCCC(=O)OCCCc1ccccc1
    102	88	96	117	106	121	94	102
CC1(C)CC(=O)C2(CNC3=C(CCC(C)(C)C3)C2)C(=O)C1
    99	nt	93	91	105	113	nt	nt
CCN(CC)c1ccc(C=O)c(OCc2cn(CC(=O)Nc3ccc(Br)cc3C)nn2)c1
    99	114	107	105	105	114	96	113
N#CCC(=O)Nc1sc2c(c1C(N)=O)CCCC2
    101	97	97	106	107	105	100	95
Cc1nnc(C(=O)NC(C)(C)c2nc(C(=O)NCc3ccc(F)cc3)c(O)c(=O)n2C)o1
    108	102	98	112	109	112	86	97
COC(=O)C1=C(C(=O)c2ccc(OC)cc2)C(c2ccccc2)C(C#N)=C(N)O1 (centres undefined)
    107	95	99	106	103	104	99	106
COc1ccc(-c2nc(SCCCCC(=O)NO)[nH]c(=O)c2C#N)cc1OC
    107	107	114	116	111	102	125	107
c1ccc(SC(c2ccccc2)c2ccccc2)cc1
    102	93	105	106	114	95	109	99
O=c1[nH]c(=S)[nH]c2nc[nH]c12
    89	106	98	100	110	87	nt	99
Nc1cc(-c2cccc(C(=O)NCc3ccc4c(c3)OCO4)c2)ccn1
    74	99	91	88	102	94	76	81
Cc1ccc(Cc2cnc(-n3nnc(C(=O)O)c3C)s2)cc1
    nt	102	94	102	101	98	88	95
CC(O)CC(c1ccccc1)c1ccccc1 (centres undefined)
    98	nt	105	nt	106	95	101	102
Cc1ccc(C)c(N=Nc2cc(C)ccc2C)c1
    98	101	92	99	104	86	109	99
COc1ccc(Nc2nc(=O)[nH]c(N)c2N=O)cc1
    94	95	99	107	103	100	115	98

Retrieved by compound from the entries so far:
Order of results – K-562	CCRF-CEM	MOLT-4	MDA-MB-468	MDA-MB-435	HOP-62	SR	RPMI-8226
COc1c(C(=O)Nc2ccc(C)c(Br)c2)ccc2ccccc12
    42	91	74	88	32	100	54	96
O=C(Nc1ncc(Cc2ccccc2)s1)c1ccccc1
    23	nt	84	65	18	92	45	83

Following part
Order of results – K-562	CCRF-CEM	MOLT-4	MDA-MB-468	MDA-MB-435	HOP-62	SR	RPMI-8226
COc1cc(-c2nc(-c3ccccc3)[nH]c2-c2ccnc(NCCCNS(=O)(=O)c3cccc(F)c3)n2)ccc1F
    64	66	54	85	82	130	77	62
COc1ccc(Cn2c(Br)c3c(c2-c2cc(OC)c(OC)c(OC)c2)CCc2sc(NC(=O)c4ccc(OC)cc4)nc2-3)cc1
    85	79	76	99	99	106	76	82
CCCc1ccc(OC)cc1
    111	106	103	115	108	104	108	102
O=C(COC(=O)c1cc(NS(=O)(=O)c2cccs2)ccc1O)Nc1ccccc1F
    91	70	110	nt	116	86	88	72
CN(C)CCOC1(CC2CCCCC2)CCC(C(C)(C)C)CC1 (centres undefined)
    16	57	66	62	75	71	54	82
N#CC(=C(c1ccccc1)c1ccccc1)c1ccccc1
    80	88	84	96	91	84	79	nt
COc1ccc(C(=O)COc2cccc(/C=C3\CSc4ccc(C)cc4C3=O)c2)cc1
    29	-9.4*	-7.4*	nt	69	104	-7.7*	-23*
CC(=O)N1N=C(c2ccc(Cl)cc2)CC1c1sc(N2CCOCC2)nc1Cl (centres undefined)
    81	91	69	101	98	101	77	91
COC(=O)[C@]12C3=CC=C[C@@H]1[C@@]1(C[C@@H](c4ccoc4)OC1=O)[C@@H](C)C[C@@H]2OC3=O
    99	105	105	106	107	101	101	105
COc1cc(OC)cc(C(=O)Nc2cccc(-c3cc(=O)c4ccccc4o3)c2)c1
    68	63	72	100	106	112	96	55
COc1cc2c(cc1O)C(CSC)Cc1cc3c(cc1N(C)CC2)OCO3 (centres undefined)
    47	89	78	74	27	104	42	78
NS(=O)(=O)c1ccc(Cn2c(SCC(=O)N/N=C/c3ccccc3)nc3ccccc3c2=O)cc1
    97	102	96	98	101	93	100	100
CCCC(=O)NC(c1cccnc1)c1cc(C(C)=O)c2cccnc2c1O (centres undefined)
    32	21	25	16	34	26	52	38
CCCCCCc1cc(N=Nc2ccc(S(=O)(=O)Nc3cc(C)nc(C)n3)cc2)c(O)cc1O
    94	95	89	102	100	107	92	95
COc1ccc(C2=Nn3c(SCC(=O)c4ccc(F)cc4)nnc3SC2)cc1
    83	92	73	94	99	78	90	83
OCCOCCN1CCN(C2=Nc3ccccc3Sc3ccccc32)CC1
    96&105	91&93	93&94	102&90	97&101	93&101	84	94&92
CC(C)CCNC(=O)[C@@H](Cc1ccccc1)n1cccc(NC(=O)OCc2ccccc2)c1=O
    108	92	99	nt	102	94	118	86
O=C1Nc2ccc(Br)cc2C1=Nc1ccc(O)cc1
    101	98	109	110	108	93	103	100
Cc1ccc(C)n1/C=C/n1c(C)ccc1C
    117	88	117	95	92	114	122	79
CC(C)(O)Cc1ccccc1Cl
    110	111	115	105	103	102	111	108
Cc1ccc(S(=O)(=O)c2nc(S(C)(=O)=O)sc2N2CCNCC2)cc1
    87	103	85	75	97	100	89	97
CCN(CC)C(=O)CSc1ccc(Cl)nn1
    94	101	96	95	100	105	94	100
N#C/C(=C\c1ccc(Cl)cc1)C(=O)c1ccccc1
    99	99	101	100	110	104	nt	92
CC/C(=C(/c1ccc(O)cc1)c1ccc(OCCN2CCCCCC2)cc1)c1ccc(Cl)cc1
    -22*	21	17	39	81	99	-24*	-42*
NC(=O)Cc1ccccn1
    108	102	nt	93	105	92	103	105
CCN(CC)c1ccnc(SCc2ccccc2)n1
    126	100	119	95	115	114	114	89
O=C(O)CSCc1nc2ccccc2[nH]1
    nt	94	99	118	115	120	97	94
Cc1ccccc1Nc1n[nH]c(=S)s1
    122	96	112	122	104	103	95	107
CCCCCCCCCCCCCCCCNC(=O)NCCC
    104	nt	104	90	102	110	98	101
CC(C)COC(=O)c1ccc(NC(=O)CNCCCN(C)C)cc1
    89	72	84	101	98	79	92	78
